TAG inh: triacylglycerol accumulation inhibition. H9c2 cells, Nile Red lipid (TAG) fluorescence; cells loaded with 200 µM oleic acid. inhibition, % at 12.5 µM. 230,000 tested, 0.66% active. AID 651582;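 active = pattern-corrected inhibition of lipid staining of at least 50% with the nuclear-stain viability signal not falling by more than 50%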;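 also: 0% = DMSO wells and 100% = triacsin C control wells; some results filed as inactive read as strong as hits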
TAG inh DAPI viability: also measured in TAG inh; calls as there; DAPI nuclei signal change (viability), lower = more cytotoxic, %;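 whole-well DAPI fluorescence read on a plate reader as a viability signal; minus 50 percent equals half of cells still viable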
* marks the source's active call; other numbers are inactive results. The list is partial; count on the stated rates, not on these rows.

SMILES	TAG inh	TAG inh DAPI viability
C[C@H](CO)N1C[C@H](C)[C@@H](CN(C)C(=O)Nc2ccccc2)Oc2ccc(NC(=O)CCN3CCOCC3)cc2C1=O	9	-5
CCCS(=O)(=O)NC(=O)C1(C)CCN(C(=O)c2ccc(OC)cc2OC)C1 (stereo not given)	13	-12
O=C(Oc1ccc(OC(=O)c2ccco2)c(S(=O)(=O)c2ccc(Br)cc2)c1)c1ccco1	12	13
O=C(N/N=C/c1cn(-c2ccccc2)nc1-c1cccs1)c1ccncc1	8	1
COc1ccc(C(C)=O)c(OC(=O)c2ccc(OC)c(OC)c2)c1	-4	-6
CN(C(=O)CN1CCN(c2cc(-c3ccc(-c4ccccc4)cc3)ncn2)CC1)c1ccccc1	-19	8
Brc1ccc(NC2=Nc3ccccc3CC2)cc1	9	-8
COc1cc(/C=N/Nc2nc(C)cc(=O)[nH]2)ccc1OC(=O)c1cccnc1	15	2
COc1cccc(C(=O)NCC(c2ccco2)N2CCc3ccccc3C2)c1 (stereo not given)	-10	2
O=C(NCc1ccc(F)cc1)c1cc(C2CCCCN2C(=O)c2cccs2)on1 (stereo not given)	-5	-8

Of the compounds above, these contain a thiophene ring, fused or not:
SMILES	TAG inh	TAG inh DAPI viability
O=C(N/N=C/c1cn(-c2ccccc2)nc1-c1cccs1)c1ccncc1	8	1
O=C(NCc1ccc(F)cc1)c1cc(C2CCCCN2C(=O)c2cccs2)on1 (stereo not given)	-5	-8

Later entries.
SMILES	TAG inh	TAG inh DAPI viability
N#C/C(=C\c1cccc(Oc2ccccc2)c1)C(=O)N1CCOCC1	-4	0
C=CCn1c(C)cc(C(=O)COC(=O)/C=C/c2cccc(OC)c2)c1C	-4	-2
COC(=O)c1ccc(CNC(=O)c2ccc(OC)c(S(=O)(=O)NC3CCCC3)c2)cc1	-16	1
CCN(C[C@H]1N[C@@](CC)(C(=O)OC)[C@H]2C(=O)N(C)C(=O)[C@@H]12)C(=O)COC	-4	2
CCOc1ccc(NS(=O)(=O)c2ccc(C(=O)N3CCCCC3)cc2)cc1	2	2
COc1cc(NC(=O)CN2C(=O)C(c3ccccc3)=NC2(C)C)cc(OC)c1	-1	3
Cc1ccc(S(=O)(=O)N2CCN(C(=O)CNC(=O)c3ccc(Br)o3)CC2)cc1	-24	6
C/C(Nc1ccccc1C(F)(F)F)=C1/CCOC1=O	-6	2
S=C(NCc1ccco1)Nc1ccccc1	-3	0
CS(=O)(=O)c1ccc(Cl)c(NC(=O)CSc2nnc(-c3cccs3)n2N)c1	20	-3
COc1ccccc1C1CC(c2ccccc2)=NN1S(=O)(=O)c1ccccc1 (stereo not given)	0	-7
CCCNC(=O)C1(C)CCCN(Cc2cc3ccccc3o2)C1 (stereo not given)	-17	12
CC1(Cc2ccc(OC(F)(F)F)cc2)C(=O)Nc2ccc(OC(F)(F)F)cc21 (stereo not given)	-5	2
COc1cccc(CCc2nnc(CCC(=O)NC(C)Cc3cccs3)o2)c1 (stereo not given)	11	-3
c1ccc(-c2nnc(-c3ccncc3)nc2-c2ccccc2)cc1	-4	-4
NS(=O)(=O)c1ccc(Nc2nc3ccccc3nc2NS(=O)(=O)c2cccc([N+](=O)[O-])c2)cc1	7	4
CN(C)C(=O)Cn1c(=O)n(S(=O)(=O)c2ccccc2)c2ccccc21	2	-8
CC(C)CC(C(=O)Nc1oc(-c2ccccc2)c(-c2ccccc2)c1C#N)N1C(=O)c2ccccc2C1=O (stereo not given)	4	1
Cn1c(=O)oc2cc(S(=O)(=O)N3CCCC(C(=O)NC4CCCc5ccccc54)C3)ccc21 (stereo not given)	15	-11
CC1Cc2ccccc2N1C(=O)COC(=O)c1ccc(Br)o1 (stereo not given)	-6	-6
CCOC(=O)CN1C(=O)S/C(=C/c2ccc(O)c([N+](=O)[O-])c2)C1=O	0	-13
OCCN(C=NC1=NN(c2cccc(C(F)(F)F)c2)CC1)CCO	-1	3
CCCc1c(C(=O)NNc2cc(C(F)(F)F)ccc2Cl)cnn1-c1ccccc1	-9	1
COCCCn1c(-c2ccsc2)nc2c1c(=O)[nH]c(=O)n2Cc1ccccc1	-3	0
CCc1ccc(Cn2nnc(C(=O)NCc3ccccc3OC)c2N)cc1	-7	-15
Cc1ccc(-n2ncc3c(=O)[nH]c(SCC(=O)N4CCCc5ccccc54)nc32)cc1	-6	0
CCCn1nc(C(=O)NNC(=O)CSC(C)C(=O)Nc2cc(C)on2)c2ccccc2c1=O (stereo not given)	-8	3
Cc1ccc2c(COC(=O)c3c(C)noc3C)cc(=O)oc2c1	2	-2
CCCCCN(C(=O)CCC(=O)OC(C)C(=O)NC1CCCCC1)c1c(N)n(CCCC)c(=O)[nH]c1=O (stereo not given)	4	-3
CC(=O)C1=C(O)C(=O)N(c2cccnc2)C1c1ccc(Cl)cc1 (stereo not given)	-14	10

Retrieved by compound from the entries so far:
SMILES	TAG inh	TAG inh DAPI viability
COc1cccc(CCc2nnc(CCC(=O)NC(C)Cc3cccs3)o2)c1 (stereo not given)	11	-3
CCCS(=O)(=O)NC(=O)C1(C)CCN(C(=O)c2ccc(OC)cc2OC)C1 (stereo not given)	13	-12
COC(=O)c1ccc(CNC(=O)c2ccc(OC)c(S(=O)(=O)NC3CCCC3)c2)cc1	-16	1
C=CCn1c(C)cc(C(=O)COC(=O)/C=C/c2cccc(OC)c2)c1C	-4	-2

(continued)
SMILES	TAG inh	TAG inh DAPI viability
CCCNC(=O)NC(=O)COC(=O)CNS(=O)(=O)/C=C/c1ccccc1	1	2
Cc1cccc(CCNC(=O)CN(C)S(=O)(=O)c2ccc3c(c2)c(=O)n(C)c(=O)n3C)c1	14	-8
Nc1cc(=O)c2[nH]cnc2[nH]1	3	-3
Cc1ccccc1OCC(=O)Nc1ccc2c(c1)ncn2C	3	5
CCC(Sc1ncccn1)C(=O)Nc1cc(C)on1 (stereo not given)	-6	8
COC(=O)c1ccccc1OC(=O)c1cc[n+]([O-])cc1	5	-1
Cc1ccc(-c2csc(NC(=O)c3cnccn3)n2)cc1C	-5	-7
Cc1c(Cl)cccc1NC(=O)CSc1ccc(-c2cccnc2)nn1	-19	1
COc1cc(Cl)c(C)cc1NC(=O)COC(=O)c1ccc(CN2CCCC2=O)cc1	14	1
c1ccc(-n2ncc3c(N4CCCCC4)ncnc32)cc1	8	5
CCOC(=O)C1=C[C@]2(CC)CCCN3CCc4c(n1c1ccccc41)[C@@H]32	-2	5
CN(C)C(=O)CCc1ccc2c3c([nH]c2c1)[C@]1(CCC2CCCC2)[C@@H](C(=O)N2CCOCC2)C[C@H](CC(=O)NC(C)(C)C)C(=O)N1CC3	-3	5
COc1ccccc1NS(=O)(=O)c1ccc(Br)s1	-9	-16
CCC1(CC)NC(=O)N(CC(=O)N2CCN(c3ccccc3F)CC2)C1=O	5	2
COc1ccc(C(C)(NC(C)=O)c2nc(-c3cccc(C#N)c3)cs2)cc1 (stereo not given)	2	-7
COC(C[C@H]1O[C@H]1C(=O)[C@H](C)OCc1ccccc1)OC	-3	2
CSc1ncccc1C(=O)OCC(=O)N1CCN(S(=O)(=O)c2ccc(C)cc2C)CC1	5	1
Cn1c(SCC(=O)c2ccc3c(c2)OCCO3)nnc1C1CC1	-1	3
CCc1ccc(NC(=O)Cn2ccn(-c3cccc(Cl)c3)c(=O)c2=O)cc1	11	-4
CCN(CC(=O)Nc1c(F)cccc1F)C(=O)c1ccc(NC(=O)CC2SC(N3CCCC3)=NC2=O)cc1 (stereo not given)	10	-8
CC1(C(=O)NS(=O)(=O)c2cccs2)CCN1C(=O)CC1CCCC1 (stereo not given)	16	-4
O=C(CSc1nnc(-c2ccc(C(F)(F)F)cn2)o1)Nc1cccc(Cl)c1	6	-8
O=C1OCCC1Sc1nnc(-c2ccco2)o1 (stereo not given)	-6	5
CC(=O)c1ccc(N(CC(=O)NC2CCS(=O)(=O)C2)S(=O)(=O)c2ccc(Cl)cc2)cc1 (stereo not given)	12	-10
CC(C)CNS(=O)(=O)c1ccc(S(=O)(=O)N2CCN(CCC#N)CC2)cc1	8	-12
N#CC1=C(N)Oc2n[nH]c(-c3cccnc3)c2C1c1ccc([N+](=O)[O-])o1 (stereo not given)	-17	1
COC(=O)c1cc(-c2ccc(Br)cc2)on1	-8	-5
COc1ccccc1NC(=O)Nc1nnc(CC(=O)Nc2ccccc2C)s1	18	-6
Cc1ccc2cc(NC(=O)c3cccc(F)c3)ccc2n1	-1	1
CCN(CC)C(=O)CSc1nnc(SCc2ccc(Cl)cc2)s1	21	-30
C=CCNC(=O)c1ccc(Sc2ccc(C)cc2)c([N+](=O)[O-])c1	2	3
CCCCOc1ccc(OCCCC)c2c1NC1(N2)C(=O)N(C(C)=O)c2ccccc21	11	12
S=C(Nc1ccc(Br)cc1Cl)N1CCN(c2ccccn2)CC1	7	3
CC(NC(=O)COC(=O)CCC(=O)c1ccc(Cl)cc1)c1ccccc1 (stereo not given)	-7	0
Cn1nnnc1SCC(=O)NCc1ccco1	1	10
CC(=O)Nc1ccc(NC(=O)c2cc(-c3cc(F)ccc3OCC3CCCO3)n[nH]2)cc1 (stereo not given)	-7	10
O=S(=O)(Cc1ccccc1)NCC1CCCN(Cc2ccc3nonc3c2)C1 (stereo not given)	-14	7
O=C(Cc1ccccc1)NCc1ccccn1	1	5
COC(=O)C1CCN(C(=O)c2ccc3nc(-c4cccc(OC)c4)oc3c2)CC1	-1	-4
COc1ccc(C2/C=C\CN(CC(C)C)CC(=O)N2Cc2cccc(F)c2)cc1 (stereo not given)	-19	5
CCOC(=O)c1ccc(NS(=O)(=O)c2c(C)nc3sccn3c2=O)cc1	-3	1
Cc1nc2nc(-c3ccccc3)nn2c(C)c1C	5	-1
CN(CC(=O)Nc1ccccc1Cl)C(=O)COC(=O)C1=COCCO1	7	-4
O=C(CCc1ccccc1)N/N=C\c1cc2c(cc1Br)OCO2	6	-1
COc1ccc(C(=O)C(C)OC(=O)CCN2C(=O)C3CC=CCC3C2=O)cc1 (stereo not given)	5	-1
Cc1ccccc1NC(=O)c1ccc(C)c(S(=O)(=O)Nc2cccnc2)c1	2	7
COc1ccc(S(=O)(=O)N2CCCC(C(=O)NCC3CCCO3)C2)cc1Cl (stereo not given)	-9	1
O=C1C=CC(=O)N1c1ccc(O)cc1	7	-8
Cc1ccnc(NC(=O)C2CCN(S(=O)(=O)c3cccc4nonc34)CC2)c1	0	-3
CC1CCCN(C(=O)c2ccc([N+](=O)[O-])o2)C1 (stereo not given)	12	-2
Next compounds follow.
SMILES	TAG inh	TAG inh DAPI viability
NC(=O)CC[C@H](NC(=O)c1ccc(Cl)cc1)C(=O)NNC(=O)COc1cccc(Br)c1	-8	2
CCc1ccc(NC(=O)NNC(=O)c2ccc3ccccc3c2O)cc1	1	-1
COc1ccc(OC)c2[nH]c(=O)c(CCNC(=O)C(C)(C)C)cc12	8	-5
Cc1c(C)n2c(SCC(=O)N3CC(C)OC(C)C3)nnc2[nH]c1=O (stereo not given)	1	7
CC1=C(C(=O)N2CCOCC2)C(c2ccc(C)cc2)NC(=S)N1 (stereo not given)	-4	-5
Cc1ccccc1-c1cc(C(=O)NCc2ccco2)n(CC2CC(c3cccnc3)=NO2)n1 (stereo not given)	18	-30
COc1cccc(CNC(=O)C2CCCN(C(=O)c3ccc(Cl)cc3)C2)c1 (stereo not given)	9	3
COCCN(C(=O)CSc1nc2ccccc2c(=O)n1CC(C)C)c1c(N)n(Cc2ccccc2)c(=O)[nH]c1=O	13	-24
COc1cccc2cc(C(=O)OCC(=O)N3CC(C)OC(C)C3)c(=O)oc12 (stereo not given)	4	-1
CN(CC(=O)Nc1cccc(F)c1)C(=O)CCC1CCCCC1	-28	2

As entered above:
CC(C)CC(C(=O)Nc1oc(-c2ccccc2)c(-c2ccccc2)c1C#N)N1C(=O)c2ccccc2C1=O (stereo not given) in TAG inh shows 4
N#C/C(=C\c1cccc(Oc2ccccc2)c1)C(=O)N1CCOCC1 in TAG inh DAPI viability shows 0
CCCCCN(C(=O)CCC(=O)OC(C)C(=O)NC1CCCCC1)c1c(N)n(CCCC)c(=O)[nH]c1=O (stereo not given) in TAG inh DAPI viability shows -3
Nc1cc(=O)c2[nH]cnc2[nH]1 in TAG inh shows 3

Structural class, the entries above containing a tert-butyl group (two)
SMILES	TAG inh	TAG inh DAPI viability
CN(C)C(=O)CCc1ccc2c3c([nH]c2c1)[C@]1(CCC2CCCC2)[C@@H](C(=O)N2CCOCC2)C[C@H](CC(=O)NC(C)(C)C)C(=O)N1CC3	-3	5
COc1ccc(OC)c2[nH]c(=O)c(CCNC(=O)C(C)(C)C)cc12	8	-5

Remaining list, next part.
SMILES	TAG inh	TAG inh DAPI viability
COc1cc(NC(=O)c2ccccc2)cc(OC)c1	-34	18
CCc1ccc(NC(=O)COC(=O)c2nc3nc(C)cc(C)n3n2)cc1	-4	5
Cc1cc(N)n2nc(C)c(-c3ccccc3)c2n1	3	5
Cc1cc(C)c(S(=O)(=O)Cc2ccccc2)c(=O)[nH]1	13	-17
COc1ccc(N(CC(=O)NCc2ccccc2C)S(=O)(=O)c2ccccc2[N+](=O)[O-])c(OC)c1	33	-41
CC(CCc1ccccc1)NC(=O)c1ccc(C(=O)NC(C)CCc2ccccc2)cc1 (stereo not given)	10	-14
CCCCC(=O)Nc1ccc2c(c1)oc1ccccc12	4	29
CCOC(=O)c1c(C)n(C)c2ccc(OC(C)C(=O)OC)cc12 (stereo not given)	-6	-4
Cc1cc(F)ccc1Oc1cc(NN2CCCCC2)c([N+](=O)[O-])cc1[N+](=O)[O-]	-5	4
COc1ccc(-c2cc(C(=O)N(C)CC(=O)Nc3cccc(F)c3)c3ccccc3n2)cc1	25	33
CCCNC(=O)C(Cc1cccc(Cl)c1)NC(=O)c1ccccc1 (stereo not given)	-12	0
O=C(OCC(=O)N1CCN(C(=O)c2ccco2)CC1)c1ccccc1C(=O)c1ccccc1	-13	6
CC(C(=O)Nc1cc([N+](=O)[O-])ccc1Cl)N1CCN(c2ccccc2)CC1 (stereo not given)	-6	2
CCc1nc2ccc(C(=O)NCCc3ccccn3)cn2c1N(C)Cc1cccs1	94	-69
Cc1cccc(NC(=O)C2CCCN(S(=O)(=O)c3ccc4[nH]c(=O)ccc4c3)C2)c1 (stereo not given)	11	-15
COC(=O)c1cc2ccccc2c(=O)s1	-1	-2

Bioassay records as filed in PubChem BioAssay.
